Dengue-2 NS5 capping – Dengue-2 NS5 methyltransferase inhibitors, primary screen, biochemical, confirmation dose response (AID 588689) | Dengue-2 NS5 methyltransferase capping enzyme assay, biochemical; higher % means a stronger effect | inhibition, % at 25 µM, or IC50 in µM where a hit was titrated | actives 0.3% (n = 340,000); in the data active = a potency from the dose series
GPR55 activation – GPR55 agonists via beta-arrestin recruitment, primary screen, imaging, U2OS cells, beta-arrestin-GFP redistribution (AID 1961) | U2OS GPR55 beta-arrestin-GFP redistribution imaging; higher % means a stronger effect | actives 0.048% (n = 290,000) | one-dose activation, % at 10 µM; EC50 in µM for titrated hits;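 active = activation above 40% with more than 50 cells counted in the well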;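 note: U2OS osteosarcoma cells stably expressing GPR55 and beta-arrestin-GFP; plate controls were DMSO negative control for no effect and LPI positive control for full effect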
K1F lysis inhibition – inhibition of K1F phage lysis, E. coli UTI89, bacterial capsule biogenesis inhibitors, alamar blue (AID 488966) | actives 0.02% (n = 340,000) | E. coli UTI89 K1F phage lysis, alamar blue, 2 h; higher % means a stronger effect | inhibition, % at 100 µM, or IC50 in µM where a hit was titrated;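 active = phage lysis inhibition, versus mean bacterial control, above a set limit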;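 note: capsule biogenesis inhibitors block K1F phage lysis so surviving cells raise fluorescence; higher fluorescence means more inhibition of phage lysis; actives were called in the ten point dose series up to 300 µM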
NTR1 agonist – agonists of NTR1, primary screen, imaging, U2OS cells, beta-arrestin-GFP, high content (AID 493036); NTR1-U2OS beta-arrestin-GFP spot imaging, agonist mode; actives 0.17% (n = 330,000); activation, % at 20 µM;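 active = activation at or above 40% of the spot to cytoplasm intensity ratio, with at least 20 cells analyzed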;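 note: 0% = DMSO without peptide and 100% = 100 nM NTR1 peptide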
Target sequence (P30989 whole entry, looked up): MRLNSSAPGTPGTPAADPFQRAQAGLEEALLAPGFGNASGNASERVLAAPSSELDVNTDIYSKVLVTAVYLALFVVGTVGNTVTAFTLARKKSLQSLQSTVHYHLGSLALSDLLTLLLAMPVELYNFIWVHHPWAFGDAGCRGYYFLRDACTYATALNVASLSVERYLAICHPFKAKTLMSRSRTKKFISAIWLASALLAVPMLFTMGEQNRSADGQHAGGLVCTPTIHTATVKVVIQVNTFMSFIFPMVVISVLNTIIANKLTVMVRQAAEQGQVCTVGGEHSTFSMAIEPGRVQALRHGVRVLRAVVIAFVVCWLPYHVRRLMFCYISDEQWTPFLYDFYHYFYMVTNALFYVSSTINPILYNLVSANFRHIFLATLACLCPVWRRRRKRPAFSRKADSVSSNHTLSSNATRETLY
AID2073 – disruptors of CaV2.2 binding to Mint1 – biochemical, HTRF (AID 2073). HTRF protein-protein interaction, Mint1-CaV2.2; higher % means a stronger effect. inhibition, % at 20 µM, or IC50 in µM where a hit was titrated. actives 0.19% (n = 290,000); in the data active = inhibition mostly above about 51%, no sharp cut-off; note: some results filed as inactive read as strong as hits
HIV fusion peptide – cell-free HIV fusion peptide-binding blockers – biochemical, uHTS, fluorescence dequenching, primary screen (AID 1986) | inhibition, % at 20 µM, or IC50 in µM where a hit was titrated | actives 0.3% (n = 290,000) | cell-free peptide binding, fluorescence dequenching, 30 min; higher % means a stronger effect; in the data active = inhibition mostly above about 52%, no sharp cut-off; inactive = mostly below about 76%; note: some results filed as inactive read as strong as hits
GPR35 arrestin U2OS – inhibition of zaprinast-stimulated GPR35 beta-arrestin translocation – imaging, U2OS, beta-arrestin-GFP, zaprinast agonist, primary screen (AID 2058); U2OS GPR35 beta-arrestin-GFP translocation imaging, zaprinast antagonism; higher % means a stronger effect; inhibition, % at 10 µM, or IC50 in µM where a hit was titrated; actives 0.052% (n = 290,000);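 active = inhibition of at least 50% with at least 30 cells and total cytoplasm GFP at most 10,000,000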
SIAH1 antagonists – Siah-1 peptide-binding antagonists, primary screen, biochemical, fluorescence polarization, rhodamine-plectin, uHTS (AID 1817); displacement, % at 20 µM; hits with a dose series show IC50 in µM; actives 0.02% (n = 290,000); Siah-1 / rhodamine-plectin peptide fluorescence polarization; higher % means a stronger effect;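 active = displacement of at least 50% at 20 µM, with a fluorescence ratio check between 0.3 and a set limit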;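 note: plate controls were Siah plus tracer with DMSO for no effect and tracer alone without Siah for full effect; strong numbers were not always called active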
GPR55 antagonists – inhibition of LPI-stimulated GPR55 beta-arrestin translocation – imaging, U2OS, beta-arrestin-GFP, LPI agonist, primary screen (AID 2013). actives 0.13% (n = 290,000). inhibition, % at 10 µM, or IC50 in µM where a hit was titrated. U2OS GPR55 beta-arrestin-GFP translocation imaging, LPI antagonism; higher % means a stronger effect;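 active = spots per cell inhibited over 60%, with over 100 cells counted and total cytoplasm intensity under 500,000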;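 note: U2OS cells stably carrying GPR55 and arrestin-GFP stimulated by 5 µM LPI near EC80; imaged beta-arrestin-GFP aggregate spots per cell after agonist stimulation; plate controls were LPI-stimulated DMSO wells for no effect and DMSO wells without LPI for full effect; some results filed as inactive read as strong as hits; confirmed hits need IC50 under 10 µM and bright autofluorescent wells are also inconclusive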
NTR1 agonist cell count 20 µM – second read-out of NTR1 agonist, no call of its own (marks repeat the call); cell count; measured here: cell count, cytotoxicity flag
* hit, by the source's call; . = no result given; [ ] = dose if it differs, or a comment.

SMILES | Dengue-2 NS5 capping | GPR55 activation | K1F lysis inhibition | NTR1 agonist | NTR1 agonist cell count 20 µM | AID2073 | HIV fusion peptide | GPR35 arrestin U2OS | SIAH1 antagonists | GPR55 antagonists
COc1ccc(C(=O)Nc2ccnn2C2CCN(CC3CC=CCC3)CC2)cc1 (stereo unspecified) | -7% | -0.1% | 0.1% | -0.4 | 61 | 3% | -1.3% | 4% | 0% | 7%
Cc1cccn2c(=O)c3cc(C(=O)NC4CCCC4)c(=N)n(C4CCCCC4)c3nc12 | -1% | -0.1% | 0.2% | 26 | 55 | 8% | 0.3% | 12% | 0% | 20%
CC(=O)Nc1nc2c(C)c(Cl)ccc2s1 | 1% | -0.1% | 0.1% | -1.0 | 64 | 12% | 0.6% | -2% | 6% | -3%
CN(CC(=O)Nc1cccnc1)S(=O)(=O)c1cc(Cl)ccc1Cl | -8% | -0.1% | 0.5% | 0.4 | 53 | -3% | 0.7% | -9% | -3% | 11%
O=C(Nc1ccc(-n2cnnn2)cc1)C1CCC1 | 1% | 0.3% | 0.2% | -2.0 | 108 | 12% | 1.9% | -4% | -4% | 4%
CSc1nc(C)cc(-n2cc(F)c(=O)[nH]c2=O)n1 | 1% | 0.0% | 1.8% | 1.0 | 32 | -1% | 46% | -3% | 4% | -4%
Cc1ccc2nc(SCC3CCCCO3)[nH]c2c1 (stereo unspecified) | 1% | -0.1% | 1.0%[50 µM] | 3.2 | 63 | 6% | 0.7% | 1% | 2% | 5%
Cc1ccc2nc3c(c(Nc4ccc5c(c4)OCCO5)c2c1)CCC3 | -2% | 0.1% | 11% | 23 | 33 | 16% | -1.9% | -6% | 8% | 11%
COc1ccccc1NC(=O)CN1CCCCCC1 | -2% | -0.1% | 0.4% | -0.4 | 38 | -4% | 0.6% | 20% | 2% | 15%
Cc1ccc(NC(=O)C(=O)NCc2ccccn2)cc1 | 11% | 0.2% | 0.0% | -0.7 | 86 | 4% | 0.0% | -3% | 3% | 16%
Cc1cc(NC(=O)CSc2nnc(-c3ccccc3Cl)o2)no1 | 2% | -0.2% | 0.1% | -0.6 | 46 | 7% | -1.2% | -8% | 11% | 7%
COC(=O)c1cc(=O)n(Cc2ccc(F)cc2)c(=Nc2ccccc2)s1 | 5% | 25% | -0.1% | 23 | 47 | 17% | -1.5% | 5% | -1% | 20%
O=C1c2ccccc2S(=O)(=O)c2cc(C(=O)N(c3ccccn3)c3ccccn3)ccc21 | -3% | -0.2% | 0.1% | 6.4 | 68 | 0% | 2.0% | 3% | 2% | 4%
COc1cc(NC(=O)c2ccc(CNc3c(N4CCOCC4)c(=O)c3=O)cc2)cc(OC)c1 | -3% | 0.2% | -1.4% | -1.6 | 86 | 2% | -1.4% | -5% | 1% | 4%
CCCNC(=O)Nc1ccccc1SC | -10% | -0.1% | 0.3% | 1.4 | 67 | 6% | -1.3% | -4% | 2% | 9%
CCOC(=O)c1cccc(NS(=O)(=O)Cc2ccccc2)c1 | 1% | 0.2% | -0.6% | 1.5 | 34 | 4% | -1.3% | 2% | -6% | 15%
COc1ccc(C2CC(C(F)(F)F)n3ncc(C(=O)Nc4cccc(O)c4)c3N2)cc1OC (stereo unspecified) | 0% | -0.1% | -1.0% | 7.6 | 69 | 0% | 0.0% | 4% | -2% | 2%
O=c1c2ccccc2nc2n1CCO2 | -1% | 0.4% | 0.3% | -0.9 | 50 | -8% | 0.2% | 7% | 0% | -3%
CN(C)CCc1cc2c(c3c1ccc1ccccc13)OCO2 | 8% | 0.5% | 3.0% | -0.3 | 72 | -9% | -3.2% | 15% | -6% | -1%
CS(=O)(=O)N(CC(=O)Nc1ccc(Br)cc1)C1CCCCC1 | 1% | -0.2% | -0.9% | 0.0 | 62 | 8% | -2.6% | -3% | 1% | -27%
COc1ccccc1/C=C/c1nc2ccc(OC(C)=O)cc2c(=O)o1 | -6% | -0.1% | -1.7% | 7.0 | 67 | 10% | -0.7% | -1% | 8% | 2%
CCOC(=O)N1CCC(NS(=O)(=O)c2cc(Br)cc3c2N(C(=O)CC)CC3)CC1 | -10% | -0.1% | -0.5% | 1.0 | 90 | -4% | -0.4% | 1% | -4% | -14%
Cc1nc2ccc(S(=O)(=O)NC(C(=O)NCc3cccs3)C(C)C)cc2s1 (stereo unspecified) | -2% | -0.1% | -2.2% | 1.6 | 62 | 6% | -0.9% | 17% | -3% | 4%
COc1cccc(Nc2nc(-c3ccc4c(c3)OCCO4)cs2)c1 | -14% | 0.6% | -0.3% | 3.8 | 53 | 5% | 2.5% | -3% | -2% | -12%
Cc1cc(=O)oc2cc(OCC(=O)N(C)C3CCS(=O)(=O)C3)c(Cl)cc12 (stereo unspecified) | -2% | 0.2% | 0.0% | 0.8 | 61 | 15% | 2.0% | 6% | 8% | 8%
O=S(=O)(NC1CCCCC1N1CCN(c2ccc(F)cc2)CC1)c1ccc(Cl)cc1 (stereo unspecified) | 1% | 0.6% | 0.3% | 3.8 | 48 | 2% | -1.6% | -4% | 0% | -10%
O=C1N=c2ccccc2=C1c1c(O)n(-c2cccc(F)c2)[nH]c1=O | 13% | 0.2% | 1.4%[50 µM] | . | . | 13% | 40% | . | -3% | 4%
CC1=C(/C=C/C(=O)O)C(C)(C)CCC1 | -3% | -0.1% | 0.8% | 0.7 | 84 | 0% | -0.3% | -4% | 2% | -1%
CCOC(=O)c1sc(NC(=O)CSc2nc(C)cc(C)n2)c(C#N)c1C | 0% | -0.1% | -0.4% | 1.8 | 81 | -10% | 2.2% | -6% | -1% | 3%
C=CCNC(=O)NC(=O)COC(=O)c1nc2nccc(C)n2n1 | -6% | -0.5% | -0.3% | -1.1 | 27 | -1% | 3.7% | -7% | 5% | 5%
O=c1[nH]c2ccc(N=Cc3c(O)ccc4cc(Br)ccc34)cc2[nH]1 | 5% | -0.2% | 1.5%[50 µM] | . | . | 40% | 17% | 8% | -3% | -4%
CCOC(=O)C1CCN(c2c(N3CCN(Cc4ccccc4)CC3)c(=O)c2=O)CC1 | -3% | -0.2% | 0.4% | -0.9 | 85 | -3% | -2.2% | -4% | -3% | 2%
Cc1ccc2oc(=O)c3cnn(CC(=O)N4CCc5ccccc5C4)c3c2c1 | 0% | 0.3% | 9.6% | 6.4 | 68 | -8% | 1.3% | 25% | 0% | 0%
CCN(CC)CCNc1nc2nonc2nc1NCCN(CC)CC | 4% | 0.4% | 2.1% | 1.8 | 54 | 17% | -0.7% | -11% | 14% | 14%
Cc1ccccc1CCN(C(=O)c1csnn1)C(C(=O)NC1CCCC1)c1ccncc1 (stereo unspecified) | -11% | -0.1% | -0.1% | -0.3 | 53 | 9% | -2.5% | 7% | -2% | 16%
CC1CCc2sc(C(=O)N/N=C/C3CCCCC3)cc2C1 (stereo unspecified) | -4% | 0.3% | 0.3% | 7.6 | 81 | 26% | 1.9% | -8% | 4% | -12%
NC(=O)COC(=O)C12CC3CC(CC(O)(C3)C1)C2 | -5% | -0.6% | -0.8% | 0.1 | 84 | 3% | 0.6% | -9% | 8% | 11%
COc1cccc(-c2cc3nc4c(c(N5CCC6(CC5)OCCO6)n3n2)CCC4)c1 | 14% | 0.2% | -0.3% | 4.1 | 87 | 9% | -0.4% | -9% | 11% | 12%
COC(OC)c1ccc(C#N)c(SCc2ccccc2)n1 | . | 0.1% | . | 1.7 | 59 | -2% | 1.7% | -5% | -4% | -8%
COc1ccc(Nc2oc(COc3ccc(OC)cc3)nc2C#N)cc1 | 1% | -0.4% | 0.0% | -0.2 | 49 | -1% | 1.7% | -4% | 0% | 4%

As entered above.
Under SIAH1 antagonists, Cc1cc(=O)oc2cc(OCC(=O)N(C)C3CCS(=O)(=O)C3)c(Cl)cc12 (stereo unspecified) reads 8%
Under K1F lysis inhibition, CCN(CC)CCNc1nc2nonc2nc1NCCN(CC)CC reads 2.1%

Continued.
SMILES | Dengue-2 NS5 capping | GPR55 activation | K1F lysis inhibition | NTR1 agonist | NTR1 agonist cell count 20 µM | AID2073 | HIV fusion peptide | GPR35 arrestin U2OS | SIAH1 antagonists | GPR55 antagonists
CCNC(=O)C(=O)Nc1ccc(OC)c(Cl)c1 | -9% | 0.7% | -0.6% | 0.0 | 49 | -8% | 4.5% | -6% | 3% | 9%
S=c1[nH]nc(-c2cc(-c3ccccc3)n[nH]2)n1/N=C/c1c(Cl)cccc1Cl | -2% | -0.2% | 0.1% | 7.8 | 60 | -10% | -1.8% | 10% | 14% | 8%
CCn1c(SCC(=O)Nc2ccc3c(c2)OCCO3)nc2c(c1=O)SC(C)C2 (stereo unspecified) | -14% | -0.1% | 0.2% | 0.5 | 71 | -2% | -0.4% | 20% | 4% | 13%
CC(NC(=O)CCCN1C(=O)c2ccccc2C1=O)c1ccc2c(c1)CCCC2 (stereo unspecified) | -3% | -0.1% | 1.2% | 1.5 | 52 | -6% | -1.8% | 15% | -4% | 2%
CC(C)CNc1nc(N)c([N+](=O)[O-])c(NCC2CCCO2)n1 (stereo unspecified) | 4% | 0.9% | 0.3%[50 µM] | 2.0 | 69 | 0% | 0.1% | 4% | 2% | -11%
O=C(C[n+]1ccc2ccccc2c1)Nc1cc(C(F)(F)F)ccc1Cl | -2% | 0.3% | 2.3% | -2.4 | 52 | -5% | 2.1% | -1% | 11% | 18%
O=C(Oc1ccccc1C(=S)N1CCOCC1)c1ccc([N+](=O)[O-])cc1[N+](=O)[O-] | -11% | 0.2% | -0.4% | 10 | 52 | -25% | 0.5% | 20% | 1% | 36%
CC(C)(C)NC(=O)c1ccc2c(c1)N(CC(=O)N1CCN(c3ccccc3F)CC1)C(=O)C(C)(C)O2 | 0% | 0.6% | 0.7% | 3.1 | 57 | -4% | -2.0% | 14% | 1% | 5%
COc1ccc(NS(=O)(=O)c2cccc(C(=O)N/N=C/c3ccccn3)c2)cc1 | 5% | -0.3% | 0.1% | 1.2 | 70 | 4% | -0.3% | -7% | -1% | 0%
CCCNC(=O)c1cc2ccccc2c(=O)o1 | 2% | 0.8% | 1.5%[50 µM] | 0.0 | 80 | -8% | 1.5% | 0% | 6% | -2%
Cc1ccccc1CNC(=O)CN1C(=O)c2ccccc2S1(=O)=O | -2% | 0.4% | 0.6% | -0.9 | 69 | 5% | 0.1% | 12% | 1% | 4%
COc1cc(C(=O)OC(C)C(=O)Nc2ccc3c(c2)OCO3)ccc1OCc1c(C)noc1C (stereo unspecified) | -3% | -0.1% | -0.5% | -4.7 | 86 | 15% | -0.1% | 11% | -3% | 7%
Cc1nc(CNS(=O)(=O)c2cccnc2)cs1 | -1% | -0.1% | 1.2%[50 µM] | -1.1 | 42 | 4% | 0.5% | -9% | -4% | -18%
CNC(=O)C1CCN(S(=O)(=O)c2c(C)noc2/C=C/c2ccc(OC)cc2)CC1 | -2% | 0.6% | 2.6% | -2.8 | 55 | 0% | 1.1% | -5% | 1% | 2%

Compound activity (PubChem BioAssay)
